V-ATPase pHluor – regulators of yeast V-ATPase proton pumping, primary screen, pHLuorin cytosolic pH fluorescence; S. cerevisiae; response, % at 10 µM; hit rate 0.37% among 350,000; in the data active = response mostly above about 7.3%, no sharp cut-off; inactive = mostly below about 5.4%; note: actives read high; inactives centre near 0; some compounds called inactive have numbers as strong as hits; reference of the scale not given here
Arr AP2 block – inhibitors of beta-arrestin/AP2 binding, primary screen, biochemical, GPCR trafficking, flow cytometry. beta-arrestin 1 C-terminal peptide binding to AP2 beta2-adaptin appendage (human). FITC-arrestin peptide / GST-AP2 beads; AP2 beta2 appendage carries R879A mutation. inhibition, % at 10 µM. hit rate 0.31% among 340,000;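 active = inhibition above a set limit, near 3 SD of compounds lacking own fluorescence, cut at about 54% in these data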;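 note: plate controls were DMSO wells for no effect and 5 µM unlabelled arrestin peptide for full effect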
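Material – GST-tagged AP2 beta2-adaptin appendage (R879A) on 4 µm glutathione beads · Probe or stimulus – fluorescein-tagged arrestin peptide at 50 nM final · Timing – 12 min plus 1 h, RT · Detection – bead flow cytometry, FITC channel · Read-out basis – inhibition as reduced fluorescein signal on beads, percent · Medium – PBS plus Tween 20 (0.05%) and BSA (0.1%)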
LANA DNA inh – inhibitors of KSHV C-LANA binding to DNA, primary screen, biochemical, fluorescence polarization, FAM-LBS DNA, MBP-C-LANA, single point; Kaposi's sarcoma herpesvirus LANA C-terminal domain (residues 932-1162) DNA binding; inhibition, % at 9 µM; hit rate 0.078% among 340,000;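 active = highest replicate inhibition at or above 60% at 9 µM, even if other replicates fall short; inactive = all replicates below 60% inhibition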;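 note: 0% = neutral control wells and 100% = 4 µM acridine orange control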
Wnt act – Wnt/beta-catenin pathway activators, primary screen, cell-based, plate reader, single point; Wnt/beta-catenin reporter cell assay, activator; activation, % at 9.35 µM; hit rate 1.2% among 300,000; AID 743398, 2014; in the data active = activation above about 30%, passing the limit was not always enough;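 note: 0% = neutral control wells and 100% = positive control wells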
Keap1-Nrf2 PPI – Keap1-Nrf2 protein-protein interaction inhibitors, primary screen, biochemical, fluorescence polarization, single point | Kelch-like ECH-associated protein 1 (Homo sapiens), Q14145 | Keap1 Kelch-Nrf2 peptide fluorescence polarization, 1536-well | inhibition, % at 9.4 µM | hit rate 0.15% among 340,000; in the data active = inhibition above about 12%;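 note: human Keap1 Kelch domain with fluorescein labeled Nrf2 9mer peptide probe; 0% = neutral control wells and 100% = peptide positive control; higher means more block of Keap1 binding to Nrf2 peptide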
RTF Ca sens inh – cardiac RTF calcium sensitivity inhibitors, primary screen, biochemical, IANBD-TnC fluorescence, EC70 calcium. inhibition, % at 7.15 µM. hit rate 0.12% among 340,000. IANBD-labeled cardiac RTF, Ca2+ fluorescence. Troponin I, cardiac muscle (Homo sapiens) + Troponin T, cardiac muscle (Homo sapiens) + …;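 active = inhibition above the mean inhibition of all tested compounds plus 3 SD, cut at about 17% in these data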;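 note: assay run at fixed EC70 calcium of 1.6 mM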
DSG3 Ab inh – inhibitors of pemphigus antibody binding to DSG3, primary screen, biochemical, bead-based, flow cytometry, scFv-GFP; Desmoglein-3 (Homo sapiens), P32926; hit rate 0.48% among 310,000; binding (percent of control), % at 10 µM; AID 588358, 2011; DSG3-coupled beads, scFv-anti-DSG3-GFP binding; active compounds read low;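 active = binding more than 3 SD below its plate's average and above zero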;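 note: hits lower antibody fragment binding to DSG3; some compounds called inactive have numbers as strong as hits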
OPRM1-OPRD1 ag – agonists of OPRM1-OPRD1 heterodimerization, primary screen, cell-based, luminescence; activation, % at 9.3 µM; cells; Mu-type opioid receptor (Homo sapiens) + Delta-type opioid receptor (Homo sapiens), …; hit rate 0.3% among 340,000; AID 504326, 2011; in the data active = activation above about 18%;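 note: 0% = vehicle-treated cells and 100% = reference agonist; values of inactives mirror those of a sister screen read the other way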
Target sequence (P35372 whole entry, looked up): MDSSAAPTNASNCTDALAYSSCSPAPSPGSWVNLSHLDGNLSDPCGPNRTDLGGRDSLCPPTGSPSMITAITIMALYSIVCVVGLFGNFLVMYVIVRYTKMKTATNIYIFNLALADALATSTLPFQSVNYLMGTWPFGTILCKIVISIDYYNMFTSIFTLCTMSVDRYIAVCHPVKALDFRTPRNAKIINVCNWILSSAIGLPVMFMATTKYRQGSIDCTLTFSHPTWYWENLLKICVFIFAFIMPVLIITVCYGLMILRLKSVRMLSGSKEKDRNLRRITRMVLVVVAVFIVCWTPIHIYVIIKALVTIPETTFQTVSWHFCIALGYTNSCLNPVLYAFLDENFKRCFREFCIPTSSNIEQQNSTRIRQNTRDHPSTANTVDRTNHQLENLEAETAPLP
Target sequence (P41143 whole entry, looked up): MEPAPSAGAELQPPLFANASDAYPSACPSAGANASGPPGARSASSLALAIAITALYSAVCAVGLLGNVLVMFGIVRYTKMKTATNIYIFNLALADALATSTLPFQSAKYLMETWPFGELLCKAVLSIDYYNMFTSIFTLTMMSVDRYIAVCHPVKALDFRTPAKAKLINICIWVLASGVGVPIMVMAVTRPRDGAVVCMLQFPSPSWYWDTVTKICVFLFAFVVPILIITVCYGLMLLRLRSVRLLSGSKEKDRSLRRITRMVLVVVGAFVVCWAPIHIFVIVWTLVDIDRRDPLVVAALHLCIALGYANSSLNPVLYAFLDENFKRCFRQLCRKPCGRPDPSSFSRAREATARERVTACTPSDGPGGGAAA
cardiac RTF act – cardiac RTF calcium sensitivity activators, primary screen, biochemical, IANBD-TnC fluorescence, EC20 calcium; Troponin I, cardiac muscle (Homo sapiens) + Troponin T, cardiac muscle (Homo sapiens) + …; IANBD-labeled TnC RTF fluorescence at EC20 calcium; 0% EC20 calcium, 100% full calcium; activation, % at 7.2 µM; hit rate 0.24% among 340,000; AID 493008, 2010;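 active = activation above the mean over all tested compounds plus 3 SD, cut at about 30% in these data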;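 note: rise in fluorescence read as greater calcium sensitivity of cardiac thin filaments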
OPRM1-OPRD1 inv – inverse agonists of MOR-DOR heterodimerization, primary screen, cell-based, luminescence; inhibition, % at 9.3 µM; hit rate 0.21% among 340,000; cell-based MOR-DOR heterodimer luminescence, inverse agonism; in the data active = inhibition above about 22%, passing the limit was not always enough;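 note: 0% = cells with DMSO and 100% = wells without cells with DMSO; values of inactives mirror those of a sister screen read the other way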
* marks the source's active call; other numbers are inactive results; · = no result given.

SMILES	V-ATPase pHluor	Arr AP2 block	LANA DNA inh	Wnt act	Keap1-Nrf2 PPI	RTF Ca sens inh	DSG3 Ab inh	OPRM1-OPRD1 ag	cardiac RTF act	OPRM1-OPRD1 inv
CNS(=O)(=O)c1ccc(NC(=O)Nc2ccc3c(c2)OCO3)cc1	-5.0	5.5	-0.9	26.8	-2.5	-6.4	66.6*	-1.5	-6.9	8.5
CCn1c(C)cc(C(=O)CSc2nnnn2C2CCCC2)c1C	-2.1	-8.0	-2.1	2.7	0.6	0.6	102.7	-3.4	6.6	13.2
COc1ccc(NC(=O)Nc2ccccc2C(N)=O)cc1OC	1.9	3.3	0.2	·	-0.1	5.5	95.6	-1.0	-4.1	5.7
CCOC(=O)CN1C(=O)N(CC(=O)OCC)C(c2ccccc2)(c2ccccc2)C1=O	2.1	15.9	·	0.2	-7.3	3.1	113.2	0.5	1.2	-2.6
CCO/C(C)=C1\C(=O)N(CC)c2ccccc21	-6.4	2.4	3.3	0.3	-1.8	-2.3	114.8	-3.7	0.1	17.0
C=CCNc1nc2ccccc2nc1NS(=O)(=O)c1cccc(C)c1	2.0	10.5	4.4	0.8	-7.6	-0.3	105.7	-2.4	-4.6	11.8
CCCC(=O)Nc1ccc2c(c1)c1ccccc1n2CC	-3.4	17.7	0.0	-0.6	-1.9	7.7	92.8	-1.3	1.1	6.7
COC(=O)C1CSC(C(=O)OC)N1C(=O)CN1CC(C)OC(C)C1 (centres undefined)	0.6	-0.2	0.0	1.4	4.9	-1.4	100.1	-0.8	-2.0	4.2
O=C(CCc1nnc2ccc(NCCCN3CCCC3=O)nn12)NCc1ccccc1Cl	3.9	1.4	1.7	2.3	-0.3	-14.3	·	0.2	-6.6	-1.2
Cc1cc(C(=O)COC(=O)C2=COCCO2)c(C)n1-c1ccc2c(c1)OCO2	-0.7	4.1	0.6	27.7	-2.1	2.6	·	-0.7	-4.5	3.9
COc1ccc(C(C(=O)NC2CCCCC2)N(C(=O)c2ccco2)c2ccccc2C(C)=O)cc1 (centres undefined)	10.1	-1.9	-0.6	5.1	-2.9	-1.1	103.8	-1.1	-5.5	5.9
CC1=Nc2ccccc2/C1=C/c1sc(=N)n(-c2nccs2)c1O	0.6	33.8	3.1	·	3.1	-15.8	109.4	-1.9	-1.4	10.8
COCCCn1c(-c2ccc(Cl)cc2)n[nH]c1=S	5.0	5.8	1.5	0.6	-0.9	2.2	95.3	0.2	-10.3	-1.2
COCCn1c(=S)[nH]c2sc3c(c2c1=O)CCC(C)C3 (centres undefined)	6.2	16.2	0.4	0.1	-1.0	-17.2	96.5	-1.6	2.8	8.7
O=S(=O)(Nc1cccc(S(=O)(=O)N2CCCCCC2)c1)c1ccccc1	3.9	12.8	0.7	·	-3.7	6.1	101.6	-2.5	5.1	12.2
CCCN1CCN(CCCNC(=S)Nc2ccc(F)cc2)CC1	-2.9	4.9	-2.0	3.9	-1.5	-3.8	98.8	-0.6	0.3	3.1
CN1C(c2ccccc2)CC(=NO)CC1c1ccccc1 (centres undefined)	-2.9	0.4	-0.3	1.4	-9.0	-3.1	90.9	6.0	1.1	-30.2
Cc1ccc(/C=N/n2c(-c3ccco3)n[nH]c2=S)s1	2.7	-23.1	0.3	-0.7	-2.2	14.6	101.0	1.9	5.8	-10.0
COc1cccc(NC(=O)NCc2c(-c3ccccc3)noc2C)c1	-1.4	11.4	0.4	-4.7	-4.5	1.5	110.2	0.5	3.6	-2.3
COc1ccc(Cl)c(Cn2c(NCc3ccccn3)nc3c2c(=O)n(C)c(=O)n3C)c1	-4.4	-10.1	0.1	·	-5.8	3.5	·	-4.7	-1.4	19.6
O=C(Nc1cccnc1Cl)c1ccc(Cl)c([N+](=O)[O-])c1	-3.8	0.7	3.0	-2.9	0.0	-7.0	100.5	3.8	3.6	-26.0
O=C1CC(=O)N(Cc2ccco2)C(=S)N1	3.3	-5.2	71.1*	·	3.4	-7.5	113.2	-1.4	-1.7	8.1
CC1CCN(C(=O)c2ccc3c(Cl)c4c(nc3c2)CCCC4)CC1	2.1	18.7	-0.1	0.4	-6.2	8.6	98.9	-1.8	-0.1	9.4
COc1ccc(/C=N/Nc2nccnc2Cl)c(OC)c1	-0.4	-0.1	-0.3	·	-2.2	-14.2	101.9	-1.4	1.6	6.7
O=c1nc2sc3ccccc3n2c(=O)n1-c1cccc(Cl)c1	-3.2	9.2	-0.1	·	-4.0	4.2	88.7	-2.3	8.0	12.4
CCSc1ccccc1C(=O)N1CCN(c2ccc([N+](=O)[O-])cc2)CC1	0.3	27.4	-0.7	-2.2	0.8	1.1	107.5	0.3	-2.5	-1.8
CC(=O)c1c[nH]c(C(=O)NC2CCCCCC2)c1	-2.4	-8.5	-1.7	-3.3	1.1	-4.0	101.0	-4.4	1.4	22.3
Cc1ccc(-c2csc3nc[nH]c(=O)c23)cc1C	-1.6	-0.5	2.5	1.1	-3.4	-4.9	98.9	-0.2	-4.6	0.9
CCCn1c(C)cc(C(=O)COc2ccc(S(=O)(=O)N(CC)CC)cc2[N+](=O)[O-])c1C	-4.7	31.4	-0.1	-3.8	-2.3	5.1	95.8	0.2	0.5	-1.2
N=C1C(c2ccccc2)=C(O)CN1CCO	6.2	13.8	6.6	·	-0.1	-11.7	110.1	-1.3	7.5	5.9
COC(=O)c1cn(-c2ccc(F)cc2)c(=O)c2ccccc12	0.5	-4.4	0.1	-0.3	1.8	-17.3	102.0	0.9	-5.1	-5.3
N#Cc1c(NC(=O)CSCC(=O)O)sc2c1CCCC2	-0.9	-7.0	-0.4	·	1.1	-4.1	94.5	0.7	-4.2	-4.2
Cc1ccc(-n2c(SCC(=O)NCC3CCCO3)nnc2-c2ccoc2C)cc1 (centres undefined)	-0.6	-8.5	-0.2	2.1	-5.2	-8.2	104.6	-2.4	1.6	13.8
CCOCCCNC(=S)N(CCO)Cc1cc2cc3c(cc2[nH]c1=O)OCCO3	1.4	0.4	0.4	1.3	-11.6	-7.7	109.7	-1.4	2.0	6.9
O=C(OC(C(=O)NC1CCCC1)c1ccncc1)C1=Cc2ccccc2OC1 (centres undefined)	7.5	1.3	-0.6	·	-3.4	-6.1	102.3	-0.2	-8.2	1.5
O=C(CCN1CCC(c2ccccc2)C1)c1ccccc1 (centres undefined)	-0.7	10.1	0.6	-2.1	-0.2	-4.6	102.2	0.5	0.9	-2.6
COc1cccc(CNC(=O)c2nnn(CC(=O)Nc3ccc(Br)cc3)c2N)c1	-0.6	-3.0	0.4	-2.4	2.6	4.0	·	2.7	-4.0	-14.2
Cc1cccc(NC(=O)C2CC(=O)OC23CCCCC3)c1 (centres undefined)	-3.3	4.6	1.3	·	-1.5	4.2	90.5	-2.1	0.9	12.5
CC(=O)c1c(C)nc2ccc(Br)cc2c1-c1ccccc1	2.3	8.5	-0.7	·	-0.3	3.3	108.9	2.8	-0.7	-20.0
CN1CCN(CCCNC(=O)Nc2cccc3ccccc23)CC1	3.5	3.2	0.3	·	-6.8	-9.7	113.7	-2.0	4.3	9.9
COc1ccc(C(=O)CN(C(=O)c2ccc(Cl)cc2)N2C(=O)c3ccccc3C2=O)cc1	1.6	0.0	2.1	·	0.0	-2.4	100.0	-1.2	-3.9	6.2
N#Cc1ccc(CN2CCN(C(=O)Cn3nc(C(N)=O)c4ccccc4c3=O)CC2)cc1	1.8	-1.3	1.3	-2.2	-3.5	-13.8	106.2	-0.7	-5.6	3.8
Cc1[nH]c(=O)[nH]c(=O)c1S(=O)(=O)N1CCCCC1	-2.7	18.4	-1.2	0.1	-3.7	-8.7	102.3	-2.0	-4.3	10.4
Cn1c(=O)c([N+](=O)[O-])c(-n2cnc3ccccc32)c2ccccc21	-3.5	-0.4	0.5	2.4	6.0	·	95.6	·	·	·
CCOC(=O)c1c(C)[nH]c(C(=O)OC/C(O)=C(\C#N)c2nc3ccccc3[nH]2)c1C	0.3	6.4	1.9	·	1.5	4.5	88.8	32.3*	1.6	-195.7
N#Cc1ccc(Oc2ccc(-c3nc4ccccc4nc3-c3ccccc3)cc2)cc1C#N	0.2	37.6	1.8	-7.2	0.9	-4.1	106.6	-0.9	0.9	4.8
O=C(CSc1oc(-c2ccco2)nc1S(=O)(=O)c1ccc(F)cc1)NCC1CCCO1 (centres undefined)	1.0	11.3	0.5	·	-4.1	-1.2	94.8	-0.2	1.1	1.4
COC(=O)CSc1snnc1-c1ccc(F)cc1	-2.5	-1.3	-1.3	·	0.2	-20.8	106.5	-2.2	6.7	12.7
CCOc1ccc2nc3c(cc2c1)CN(CCOC)C(=NC)S3	1.8	-6.5	-0.3	13.4	1.5	-16.2	105.0	-1.3	-3.5	8.1
COc1ccc(C2C(Oc3ccccc3)C(=O)N2c2ccc(C)c(C)c2)cc1OC (centres undefined)	0.8	-0.6	-1.1	·	1.2	2.3	105.1	-0.7	0.2	4.4
COc1cc2c(cc1OC)CN(C(=O)c1ccc([N+](=O)[O-])o1)CC2	-1.3	45.0	-0.2	-0.6	2.6	4.9	·	2.6	3.8	-13.0
O=C(NCC1CCCO1)c1cc(-c2ccccc2)nc2ccccc12 (centres undefined)	-1.3	-9.0	6.6	-0.3	-1.4	0.3	·	-2.1	-3.0	10.4
N#CCCn1c(=O)n(CCC#N)c2ccccc21	0.4	9.1	-2.4	-0.3	-5.1	·	103.6	·	·	·
CCN(c1ccccc1)c1nc(=O)c2cccnc2s1	1.4	13.4	-1.2	-1.0	0.8	-7.0	105.4	-2.6	-1.5	12.8
CC1Cc2ccccc2N1S(=O)(=O)c1cccs1 (centres undefined)	0.9	4.2	1.3	·	3.6	-14.7	201.1	2.4	8.2	-14.9

Compound profiles, from the list above.
Shown for O=C(CSc1oc(-c2ccco2)nc1S(=O)(=O)c1ccc(F)cc1)NCC1CCCO1 (centres undefined) → V-ATPase pHluor = 1.0; Arr AP2 block = 11.3; LANA DNA inh = 0.5; Wnt act = ·; Keap1-Nrf2 PPI = -4.1; RTF Ca sens inh = -1.2; DSG3 Ab inh = 94.8; OPRM1-OPRD1 ag = -0.2; cardiac RTF act = 1.1; OPRM1-OPRD1 inv = 1.4
Shown for CC1Cc2ccccc2N1S(=O)(=O)c1cccs1 (centres undefined) → V-ATPase pHluor = 0.9; Arr AP2 block = 4.2; LANA DNA inh = 1.3; Wnt act = ·; Keap1-Nrf2 PPI = 3.6; RTF Ca sens inh = -14.7; DSG3 Ab inh = 201.1; OPRM1-OPRD1 ag = 2.4; cardiac RTF act = 8.2; OPRM1-OPRD1 inv = -14.9

Compound activity: PubChem BioAssay, several laboratories
